Bioassay records deposited in PubChem by several laboratories.
Tb MetRS inh – T. brucei MetRS inhibitors, primary screen, biochemical, luminescence | methionyl-tRNA synthetase (Trypanosoma brucei brucei) | purified T. brucei MetRS, ATP depletion, Kinase-Glo luminescence | inhibition, % at 11.9 µM | actives 0.4% (n = 360,000);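 active means inhibition above a per-plate cutoff of the control wells' mean inhibition plus 3 SD, cut at about 5.5% in these data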;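 further: 0% = DMSO wells median and 100% = median of wells with control inhibitor compound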
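assay system = parasite MetRS enzyme | timing = 15 min preincubation, 2 h reaction, all 25 °C | evaluation = percent inhibition relative to median high and low control wells | medium = HEPES buffer containing pyrophosphatase, BSA, spermine, DTT | compound = single dose, 11.9 µM final nominal, 0.9% final DMSO | detection = Kinase-Glo luminescence, ATP depletion format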
eLon inh – inhibitors of E. coli Lon protease, primary screen, biochemical, fluorescence polarization | actives 0.42% (n = 360,000) | purified E. coli Lon protease | inhibition, % at 7.94 µM | AID 602123, 2011; in the data active means inhibition above about 13%, passing the limit was not always enough;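 further: 0% = enzyme with probe and DMSO and 100% = no enzyme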
Target sequence (P0A9M0 whole entry, looked up): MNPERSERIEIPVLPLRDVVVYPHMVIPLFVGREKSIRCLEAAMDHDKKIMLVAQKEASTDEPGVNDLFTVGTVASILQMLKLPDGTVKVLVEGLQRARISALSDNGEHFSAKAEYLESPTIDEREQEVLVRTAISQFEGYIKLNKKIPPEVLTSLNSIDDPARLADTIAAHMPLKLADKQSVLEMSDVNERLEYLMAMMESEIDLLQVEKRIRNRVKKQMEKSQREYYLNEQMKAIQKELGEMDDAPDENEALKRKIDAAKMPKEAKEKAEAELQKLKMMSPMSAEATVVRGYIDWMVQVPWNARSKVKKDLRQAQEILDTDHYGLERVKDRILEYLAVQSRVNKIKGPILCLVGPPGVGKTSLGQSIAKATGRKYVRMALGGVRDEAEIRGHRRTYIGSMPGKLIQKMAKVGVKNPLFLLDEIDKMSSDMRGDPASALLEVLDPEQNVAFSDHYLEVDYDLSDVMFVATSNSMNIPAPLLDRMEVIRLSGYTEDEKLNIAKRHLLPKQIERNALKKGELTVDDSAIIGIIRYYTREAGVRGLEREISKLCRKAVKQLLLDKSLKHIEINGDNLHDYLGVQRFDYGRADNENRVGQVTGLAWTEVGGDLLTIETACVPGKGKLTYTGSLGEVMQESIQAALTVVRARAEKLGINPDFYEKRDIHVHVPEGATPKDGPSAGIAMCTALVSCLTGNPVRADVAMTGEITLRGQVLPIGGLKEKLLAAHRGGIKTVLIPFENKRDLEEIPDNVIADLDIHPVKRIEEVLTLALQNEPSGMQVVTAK
MsrA inh – bovine MsrA enzyme inhibitors, primary screen, biochemical, absorbance, HTS | Methionine sulfoxide reductase A (Bos taurus) | purified bovine MsrA, absorbance read-out | inhibition, % at 15.5 µM | actives 0.75% (n = 360,000) | AID 651718, 2012; in the data active means inhibition above about 4.5%;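 further: 0% = vehicle wells with enzyme and 100% = reference inhibitor wells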
STEP block – STEP phosphatase inhibitors, primary screen, biochemical, fluorescence intensity, uHTS | Tyrosine-protein phosphatase non-receptor type 5 (Homo sapiens), P54829 | recombinant STEP, OMFP fluorogenic substrate | inhibition, % at 20 µM | actives 0.25% (n = 360,000) | AID 588621, 2011;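 active means inhibition at 20 µM, scaled per plate between control wells, above about 37%, limit read from the data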;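 further: 0% = DMSO with enzyme and substrate and 100% = substrate only without enzyme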
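Assay system: isolated STEP enzyme / Timing: 20 min at room temperature, dark / Doses: 20 µM, 1% DMSO / Technique: fluorescence intensity, excitation 480 nm, emission 540 nm / Reagent: fluorogenic phosphatase substrate OMFP at 25 µM final / Measure: percent inhibition scaled to no-enzyme and uninhibited-enzyme controls, plate-pattern corrected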
SUMO1-SIM PPI – modulators of SUMO1 protein-protein interactions, primary screen, biochemical, uHTS. SUMO1 binding to a labelled peptide, TR-FRET, 1 h. inhibition, % at 20 µM. actives 0.33% (n = 360,000). AID 602429, 2012; in the data active means inhibition above about 37%
Target sequence (P63165 whole entry, looked up): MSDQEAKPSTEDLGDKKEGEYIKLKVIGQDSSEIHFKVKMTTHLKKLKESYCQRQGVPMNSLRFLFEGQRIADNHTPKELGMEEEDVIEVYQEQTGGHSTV
NRP1-CendR mod – modulators of CendR peptide binding to NRP-1, primary screen, biochemical, fluorescence polarization, uHTS | Neuropilin-1 (Homo sapiens), O14786 | FAM-RPARPAR peptide binding to NRP-1 | inhibition, % at 25 µM | actives 0.85% (n = 360,000) | AID 602438, 2012;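 active means inhibition or corrected inhibition above about 18%, plus a signal ratio from 0.5 to 1.5, limit read from the data, passing the limit was not always enough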; further: strong numbers were not always called active
MsrA act – bovine MsrA enzyme activators, primary screen, biochemical, absorbance, HTS | purified bovine MsrA, absorbance read-out | actives 0.3% (n = 360,000) | activation, % at 10.6 µM | Methionine sulfoxide reductase A (Bos taurus); in the data active means activation above about 7.5%;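 further: 0% = vehicle and 100% = reference activator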
DNMT1 inh – human DNMT1 methyltransferase inhibitors, primary screen, biochemical, molecular beacon, fluorescence, HinP1I cleavage, uHTS; inhibition (reported as % activation of signal), % at 10 µM; AID 588458, 2011; DNA (cytosine-5)-methyltransferase 1 (Homo sapiens), P26358; actives 0.83% (n = 360,000); in the data active means inhibition above about 50%
LMPTP block – LMPTP phosphatase inhibitors, primary screen, biochemical, fluorescence intensity, uHTS. Low molecular weight phosphotyrosine protein phosphatase (Homo sapiens), P24666. recombinant LMPTP-A, OMFP fluorogenic substrate. inhibition, % at 20 µM. actives 0.22% (n = 360,000);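 active means compounds that cut the enzyme signal by at least half of the control window in the single-dose screen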;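 further: plate controls were DMSO wells with enzyme plus substrate for no effect and substrate without enzyme for full effect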
Target sequence (P24666 whole entry, looked up): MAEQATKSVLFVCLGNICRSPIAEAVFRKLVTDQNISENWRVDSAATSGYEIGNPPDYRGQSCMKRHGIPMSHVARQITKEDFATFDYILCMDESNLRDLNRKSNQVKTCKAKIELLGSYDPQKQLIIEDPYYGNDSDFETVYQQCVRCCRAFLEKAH
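Assay system: LMPTP-A, protein tyrosine phosphatase of low molecular weight / Medium: pH 6.0 Bis-Tris buffer with DTT and Triton X-100 / Schedule: 50 min enzyme reaction at room temperature, protected from light / Measured by: endpoint fluorescence intensity from OMFP dephosphorylation / Read-out basis: % inhibition relative to no-enzyme and uninhibited control wells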
Scp-1 inhibitor – Scp-1 phosphatase inhibitors, primary screen, biochemical, colorimetric, uHTS; inhibition, % at 20 µM; Recombinant Scp1, phosphopeptide, malachite green phosphate absorbance; actives 0.88% (n = 340,000);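 active means inhibition above about 50% at 20 µM, limit read from the data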;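 further: plate controls were DMSO wells with enzyme for no effect and wells lacking enzyme for full effect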
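Material: truncated SCP-1 phosphatase (76-261aa) / Buffer or medium: 50 mM Tris acetate pH 5.5, 0.005% Tween-20, 10 mM MgCl2 / Compound dosing: one concentration, 20 µM, with 1.0% DMSO / Incubation: 45 min room-temperature reaction, 5 min colour, 30 min stabiliser / Detection: colorimetric free-phosphate detection, absorbance 630 nm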
* = called active by the depositor; . = not tested or not shown.

SMILES	Tb MetRS inh	eLon inh	MsrA inh	STEP block	SUMO1-SIM PPI	NRP1-CendR mod	MsrA act	DNMT1 inh	LMPTP block	Scp-1 inhibitor
Cc1ccc(/C=N\NC(=O)COc2ccc(C)cc2[N+](=O)[O-])cc1	0.1	1	1.9	-2	-12	-3	-1	14	0.6	-1
Cc1ccc(C(=O)Nc2ccc(C(=O)NCC3CCCO3)cc2)cc1 (centres undefined)	-1.8	-4	0.5	0	-1	7	-9	-1	-2.7	1
Cc1c(Cl)cccc1NC(=O)CC1Oc2ccccc2NC1=O (centres undefined)	0.3	2	0.5	2	-2	4	-1	2	-0.5	-9
O=C(O)CNC(=O)/C(=C\c1ccco1)NC(=O)c1ccco1	-0.1	7	2.5	5	12	-12	-3	0	0.5	-4
Cc1cc2ccccc2n1CCNC(=O)C1CCCC1	-1.3	11	0.8	3	-17	15	-10	-6	0.7	-4
O=C(CN(C(=O)CNC(=O)c1cccs1)c1cccc(F)c1)NC1CCCCC1	-0.4	3	0.5	0	4	2	-12	2	-0.1	9
O=C(NCCS(=O)(=O)N1CCN(c2ccccc2)CC1)C1CCCCC1	-0.3	2	1.6	0	0	0	-6	1	-1.6	.
O=C(COC(=O)C1CCN(c2ccc(C(F)(F)F)cn2)CC1)Nc1ncc(Cl)cc1Cl	-0.4	1	-0.4	1	-1	4	-6	4	2.2	24
CCOC(=O)C1=C(C)OC(N)=C(C#N)C1c1ccc(C)o1 (centres undefined)	0.0	-10	1.9	-2	-5	-11	-2	-2	-0.5	-5
O=C(c1cccc(F)c1)N1CCC(N2CCCCCC2)CC1	-1.2	5	0.6	9	1	0	-3	-2	-0.8	0
COc1ccc(OCC(=O)Nc2ccc(NC(=O)c3ccco3)cc2)cc1	-0.7	-1	-0.5	-9	3	2	-4	3	-2.8	-11
CCOc1ccccc1N1CN(CC)CNC1=S	-1.0	-6	0.3	2	0	13	-2	0	-0.1	4
C/C(=N\NC(=O)c1nnn(-c2nonc2N)c1CN(C)c1ccccc1)c1cccnc1	-0.4	6	2.7	-3	-10	17	-2	0	1.5	-4
COc1ccc(CN(C(=O)Cc2c[nH]c3ccccc23)C(C(=O)NC2CCCCC2)c2ccc(C)o2)cc1 (centres undefined)	-0.3	-10	0.9	10	-4	2	-2	-14	4.8	-2
CCCC/C(O)=C1\C(=O)CC(C)(C)CC1=NCCCCCC(=O)O	-0.8	10	0.2	2	-5	3	-6	1	-0.4	0
CC1CCN(C(=O)CCc2nnc3ccc(NCc4ccco4)nn23)CC1	0.0	-9	0.9	0	-2	-6	-2	-2	-0.1	7
CSc1ccccc1NC(=O)c1cc(-c2cccnc2)nc2ccc(Br)cc12	-0.2	5	-1.2	7	10	-17	-2	56*	3.6	4
Cc1cc(C(=O)NCC(=O)OCC(=O)NCC2CCCO2)ccc1[N+](=O)[O-] (centres undefined)	-0.1	-10	-0.6	0	-18	-1	-8	-1	0.0	10
O=C(COc1cc(F)ccc1[N+](=O)[O-])Nc1cc(S(=O)(=O)N2CCCC2)ccc1Cl	0.0	-10	1.2	1	0	-3	-10	-1	1.2	-5
Cc1ccc(/C=N/NC(=O)CSc2nc3ccccc3n2Cc2ccc(Cl)cc2)o1	1.3	2	0.7	-1	-3	-8	-3	-9	5.9	-2
CCCNC(=O)c1ccc2c(=O)c(O)c(-c3ccc(OC)cc3)[nH]c2c1	0.1	172*	.	2	-24	-6	-4	12	0.7	3
N=c1n(N)c2ccccc2n1CC(=O)c1ccc(Br)cc1	5.4	-6	-0.6	2	-3	5	-3	2	-1.3	-2
Cc1cc2cc(CNC(=O)Nc3ccccc3)ccc2[nH]1	0.1	7	0.3	1	-9	12	-3	-8	4.2	-9
CC(=O)Nc1ccc(N2C(=O)CCC2=O)cc1C	-0.4	-6	1.0	2	-2	-4	-2	-1	-2.2	76*
Cc1ccc(C)c(OCC(=O)N(Cc2nnc(-c3ccccc3Cl)o2)C2CC2)c1	0.3	3	-0.1	0	8	-5	-1	-1	0.1	-2
Cc1c(C(C)(C)O)[nH]c2ccc(C#N)cc12	0.0	7	-0.3	-2	3	11	-8	7	-1.8	-6
NC(=O)CSc1nc2ccccc2n1Cc1ccccc1F	-0.4	-7	0.6	-2	1	1	-1	2	-2.1	-4
CSc1cccc(NC(=O)CNS(=O)(=O)c2ccccc2)c1	0.2	3	3.0	0	3	1	-4	3	2.2	-9
CC(=O)c1cccc(-c2cnc3c(NC=O)cc(-c4ccccc4F)cn23)c1	-0.1	-4	-0.1	2	8	-4	-2	-4	3.4	.
COc1ccc(CNC(=O)COc2ccc(C(=O)c3ccc(F)cc3)cc2)cc1	0.0	6	-0.3	-2	26	15	-7	1	-0.4	-13
Cc1cccc(C)c1OC(=O)CN1C(=O)c2ccccc2C1=O	-0.6	-2	-0.9	0	-10	4	-2	0	0.8	-9
CC1CCCN(CC(O)COc2ccc(S(=O)(=O)N3CCCC3)cc2[N+](=O)[O-])C1 (centres undefined)	-0.4	-12	0.2	0	-12	4	-7	-3	-2.0	7
CS(=O)(=O)Nc1ccccc1C(=O)OCC(=O)NC1CC1	-0.4	-8	-0.2	-1	5	-10	-3	3	-1.2	-3
CCN1/C(=C\c2ccc3cc(C)ccc3[n+]2CC)Sc2cc(C)c(C)cc21	-0.7	-140	0.6	1	-51	-226	-2	-8	44	13
COc1cc(OC)c(CN2CCN(c3ccc(F)cc3)CC2)cc1Br	-0.9	2	0.3	1	2	7	2	2	0.2	0
O=C(Cn1nnc(-c2ccccc2F)n1)OCC(=O)c1ccccc1	0.2	-3	2.3	-3	3	4	-5	2	0.1	-8
N=c1n(CCN2CCOCC2)c2ccccc2n1CC(O)COc1ccccc1 (centres undefined)	-0.3	2	-0.1	-4	1	3	-13	3	-0.6	4
COc1ccc(S(=O)(=O)N2C(=O)/C(=C3\SC(N)=NC3=O)c3ccccc32)cc1	-0.1	3	-0.5	4	-6	-6	-3	-12	0.9	-2
Cc1ncoc1C(=O)Nc1ccccc1-c1ccccc1	-0.2	0	-0.9	1	0	-6	-5	2	0.8	-5
O=C(N/N=C/c1ccccc1[N+](=O)[O-])c1ccc2c(c1)OCCO2	-0.6	3	0.2	2	-39	-11	-3	-1	-0.3	-9

Structures above that contain an aryl methoxy group (six):
SMILES	Tb MetRS inh	eLon inh	MsrA inh	STEP block	SUMO1-SIM PPI	NRP1-CendR mod	MsrA act	DNMT1 inh	LMPTP block	Scp-1 inhibitor
COc1ccc(OCC(=O)Nc2ccc(NC(=O)c3ccco3)cc2)cc1	-0.7	-1	-0.5	-9	3	2	-4	3	-2.8	-11
COc1ccc(CN(C(=O)Cc2c[nH]c3ccccc23)C(C(=O)NC2CCCCC2)c2ccc(C)o2)cc1 (centres undefined)	-0.3	-10	0.9	10	-4	2	-2	-14	4.8	-2
CCCNC(=O)c1ccc2c(=O)c(O)c(-c3ccc(OC)cc3)[nH]c2c1	0.1	172*	.	2	-24	-6	-4	12	0.7	3
COc1ccc(CNC(=O)COc2ccc(C(=O)c3ccc(F)cc3)cc2)cc1	0.0	6	-0.3	-2	26	15	-7	1	-0.4	-13
COc1cc(OC)c(CN2CCN(c3ccc(F)cc3)CC2)cc1Br	-0.9	2	0.3	1	2	7	2	2	0.2	0
COc1ccc(S(=O)(=O)N2C(=O)/C(=C3\SC(N)=NC3=O)c3ccccc32)cc1	-0.1	3	-0.5	4	-6	-6	-3	-12	0.9	-2

Marked active in eLon inh, of those listed so far:
SMILES	Tb MetRS inh	eLon inh	MsrA inh	STEP block	SUMO1-SIM PPI	NRP1-CendR mod	MsrA act	DNMT1 inh	LMPTP block	Scp-1 inhibitor
CCCNC(=O)c1ccc2c(=O)c(O)c(-c3ccc(OC)cc3)[nH]c2c1	0.1	172*	.	2	-24	-6	-4	12	0.7	3

(list continues)
SMILES	Tb MetRS inh	eLon inh	MsrA inh	STEP block	SUMO1-SIM PPI	NRP1-CendR mod	MsrA act	DNMT1 inh	LMPTP block	Scp-1 inhibitor
CC(=O)C1=C(O)C(=O)N(C)C1c1ccccc1[N+](=O)[O-] (centres undefined)	-1.1	4	-0.1	1	-12	4	-7	-6	-2.2	1
C/C(=N\NC(=O)c1ccc(Cl)cc1)c1ccccn1	0.6	-3	0.2	1	2	1	1	1	-2.4	-2
O=C(NCC1CCCO1)c1onc(CSc2cccc3ccccc23)c1C(=O)O (centres undefined)	-0.5	-13	0.1	2	-4	8	-7	1	-1.0	-4
O=C(C[n+]1ccc(C(=O)c2ccccc2)cc1)Nc1ccc(C(F)(F)F)cc1	-1.8	-11	1.7	1	-27	10	-7	-1	-1.6	8
Cc1ccc(S(=O)(=O)c2ccc(Cl)cc2)cc1S(=O)(=O)N1CCOCC1	-0.4	-10	-0.1	0	1	1	1	2	-1.0	-17
O=C(C[N+]1(CC#Cc2ccccc2)CCOCC1)c1ccccc1	-0.5	-9	1.0	1	5	6	-1	0	-1.0	-6
CN(C)c1ccc(N/C(=N\S(=O)(=O)c2cccs2)c2ccccc2)cc1	0.1	2	2.1	2	3	-11	-3	-5	1.0	-2
CC(=O)c1sc(NC(=O)c2ccc(F)c(F)c2)nc1C	-0.8	-1	-0.8	58*	-10	-7	-1	1	42	44
CCOc1cc(/C=N/Nc2ncnc(Cl)c2N)ccc1O	-0.5	-8	4.9*	1	-1	7	-7	-1	-0.6	-5

Another view of some results above:
Screens in order: Tb MetRS inh, eLon inh, MsrA inh, STEP block, SUMO1-SIM PPI, NRP1-CendR mod, MsrA act, DNMT1 inh, LMPTP block, Scp-1 inhibitor
- O=C(C[N+]1(CC#Cc2ccccc2)CCOCC1)c1ccccc1
  -0.5, -9, 1.0, 1, 5, 6, -1, 0, -1.0, -6
- CN(C)c1ccc(N/C(=N\S(=O)(=O)c2cccs2)c2ccccc2)cc1
  0.1, 2, 2.1, 2, 3, -11, -3, -5, 1.0, -2
